Screening results (PubChem)
DDE Tn6 FP inh: inhibitors of Tn6 peptide binding to human fibrin DD(E); P02675; 370,000 compounds, 0.21% hits; Fibrin DD(E) TRITC-Tn6 fluorescence polarization displacement; inhibition, % at 8.3 µM;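 active = inhibition above a per-campaign cutoff: mean of compounds within control limits plus 3 SD, cut at about 15% in these data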;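 note: 0% = median of all compound wells on the plate and 100% = blocking peptide control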
ADAM17 inh: inhibits human ADAM17. recombinant ADAM17, EDANS/DABCYL FRET peptide cleavage. inhibition, % at 6.95 µM. 370,000 compounds, 0.83% hits. AID 720648;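 active = inhibition above the mean of compounds lying between control limits plus 3 SD, set per campaign, cut at about 8.5% in these data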;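 note: 0% = DMSO-only wells as the low control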
ASAP1 inh: ASAP1 ArfGAP inhibition. Q9ULH1. ASAP1-stimulated ARF1 GTP hydrolysis, GDP FP detection. inhibition, % at 16.5 µM. 360,000 compounds, 0.19% hits; in the data active = inhibition above about 25%;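 note: 0% = vehicle with enzyme and substrate and 100% = no enzyme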
Target sequence (Q9ULH1 325-724 limits assumed): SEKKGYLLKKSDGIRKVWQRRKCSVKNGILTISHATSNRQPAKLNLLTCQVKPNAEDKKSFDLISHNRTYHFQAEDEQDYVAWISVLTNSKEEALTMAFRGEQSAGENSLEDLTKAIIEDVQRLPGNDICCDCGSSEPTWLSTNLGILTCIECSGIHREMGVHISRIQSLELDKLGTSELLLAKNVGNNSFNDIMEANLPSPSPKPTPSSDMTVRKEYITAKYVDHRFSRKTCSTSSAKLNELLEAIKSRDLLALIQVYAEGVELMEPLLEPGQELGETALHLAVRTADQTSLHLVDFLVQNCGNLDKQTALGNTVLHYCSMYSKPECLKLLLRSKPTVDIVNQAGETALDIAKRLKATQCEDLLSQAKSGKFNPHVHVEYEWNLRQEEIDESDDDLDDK
DDE Tn7 FP inh: disrupts Tn7 cyclic peptide binding to fibrin D-Dimer-E complex | P02675 | FP displacement of FITC-Tn7 peptide from fibrin DD(E); 0% = median of compound wells per plate | inhibition, % at 8.3 µM | 370,000 compounds, 0.13% hits | AID 720508;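 active = inhibition above the mean of compounds falling within the control limits plus 3 SD of them, cut at about 14% in these data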;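 note: 0% = plate median of compound wells and 100% = 10 µM Aha-Tn7 peptide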
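Test system – human fibrin DD(E) · Times – 10 min preincubation, 3 h with tracer, room temperature · Detection – fluorescence polarization of the labelled Tn7 tracer · Measure – percent inhibition normalized to high-control wells · Benchmarks – high control wells with 10 µM unlabelled Aha-Tn7 peptide (full inhibition) · Repeats – singlicate testing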
TDP2 absorb: blocks human TDP2 phosphodiesterase activity | O95551 | recombinant TDP2, T5PNP hydrolysis, p-nitrophenol absorbance 415 nm | inhibition, % at 12.8 µM | 370,000 compounds, 0.34% hits | AID 720702;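 active = inhibition above the mean of all tested compounds plus 3 SD, set per campaign, cut at about 25% in these data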;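 note: 0% = DMSO with enzyme and 100% = buffer with substrate but no TDP2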
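test system = human TDP2 enzyme | input = TDP2 enzyme at 120 nM final | medium = 50 mM Tris-HCl pH 7.5 with Mg2+, KCl, DTT, BSA | also added = T5PNP substrate, 5 mM | times = 2 h at 37 °C | technique = epi absorbance | benchmarks = high control without enzyme, low control DMSO plus TDP2 | replication = each compound tested once, singlicate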
PLCb3 inh: inhibitors of human phospholipase C beta3. inhibition, % at 12.2 µM. Purified PLC-beta3, fluorogenic substrate, fluorescence. Q01970. AID 720704. 370,000 compounds, 0.18% hits; in the data active = inhibition above about 11%;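 note: 0% = median of compound wells on plate and 100% = full blocker control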
ADAM10 inh: inhibits human ADAM10; 370,000 compounds, 0.62% hits; O14672; recombinant ADAM10, EDANS/DABCYL FRET peptide cleavage, 3 h; AID 720582; inhibition, % at 7 µM;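 active = inhibition above a per-campaign cutoff equal to the mean of compounds falling between control-based bounds plus 3 SD, cut at about 20% in these data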;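 note: 0% = DMSO wells while the 100% control is not disclosed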
Target sequence (O14672 214-748 limits assumed): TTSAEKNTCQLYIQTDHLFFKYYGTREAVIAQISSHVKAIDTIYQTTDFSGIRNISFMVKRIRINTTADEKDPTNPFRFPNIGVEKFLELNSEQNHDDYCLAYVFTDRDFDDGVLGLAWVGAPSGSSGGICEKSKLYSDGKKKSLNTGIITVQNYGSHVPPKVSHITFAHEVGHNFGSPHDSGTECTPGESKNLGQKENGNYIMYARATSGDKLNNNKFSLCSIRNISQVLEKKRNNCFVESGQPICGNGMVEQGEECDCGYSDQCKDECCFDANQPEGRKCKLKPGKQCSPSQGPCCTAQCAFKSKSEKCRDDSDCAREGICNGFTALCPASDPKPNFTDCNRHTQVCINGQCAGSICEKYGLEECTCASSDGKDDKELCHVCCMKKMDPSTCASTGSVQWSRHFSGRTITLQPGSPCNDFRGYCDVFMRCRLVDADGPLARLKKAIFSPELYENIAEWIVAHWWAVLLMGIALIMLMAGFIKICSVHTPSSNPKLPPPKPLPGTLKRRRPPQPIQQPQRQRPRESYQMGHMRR
PLCg1 inh: PLC-gamma1 (human) inhibition, primary screen; P19174; purified PLC-gamma1, fluorogenic substrate, fluorescence; inhibition, % at 12.2 µM; 370,000 compounds, 0.84% hits; AID 720700; in the data active = inhibition above about 9.5%
ARFGAP1 inhibitor: inhibitors of rat ARFGAP1; Arfgap1-stimulated ARF1 GTP hydrolysis, GDP FP detection; inhibition, % at 16.5 µM; 360,000 compounds, 0.26% hits;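 active = inhibition above a per-plate limit, mean inhibition of low control wells plus 3 SD, cut at about 25% in these data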;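 note: 0% = DMSO wells with enzyme and 100% = wells lacking Arfgap1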
Target sequence (Q62848 1-136 limits assumed): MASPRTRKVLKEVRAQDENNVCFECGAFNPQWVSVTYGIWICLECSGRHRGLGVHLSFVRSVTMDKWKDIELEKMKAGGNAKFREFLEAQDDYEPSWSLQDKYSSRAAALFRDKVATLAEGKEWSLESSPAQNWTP
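system = rat Arfgap1 catalytic domain, aa 1-136 | technique = FP, GDP Alexa 633 tracer displaced from anti-GDP antibody, 620/688 nm | compound = one concentration, 16.5 µM, DMSO 1.26% | medium = HEPES-based buffer, pH 7.5 | timing = compound-enzyme preincubation 20 min, reaction 120 min, detection 60 min, 25 °C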
SIAE primary: human SIAE inhibition, primary screen | 370,000 compounds, 0.69% hits | SIAE FP-Rh probe binding, fluorescence polarization | AID 1053197 | Q9HAT2 | inhibition, % at 9.66 µM;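 active = inhibition above a cutoff: mean of compounds within the control limits plus 3 SD of those, cut at about 17% in these data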;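 note: 0% = plate median of compound wells and 100% = probe without SIAE protein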
Numbers without * were called inactive; i = inactive; · = no result given. Rows were taken by chance; overall some 3.6% were active at least once.

A first look:
nr	Molecule	DDE Tn6 FP inh	ADAM17 inh	ASAP1 inh	DDE Tn7 FP inh	TDP2 absorb
1	COc1ccc(CN2CCNC(=O)C2CC(=O)NCC(C)(C)N2CCOCC2)cc1C (stereo not drawn)	3	1	3	2	3
2	CCN(C[C@H]1N[C@@](Cc2ccccc2)(C(=O)OC)[C@H]2C(=O)N(C)C(=O)[C@@H]12)S(=O)(=O)c1ccc(-c2ccccc2)cc1	3	1	-5	-1	3
3	Cc1cccc(Sc2ccc([N+](=O)[O-])cn2)c1	-6	0	1	4	4
4	Cc1ccc(-c2c[n+](CC(=O)Nc3nc(-c4ccccc4)cs3)c3n2CCC3)cc1	-2	6	-13	0	-27
5	O=C(NCc1ccco1)OC1CCC12CCC(c1ccccc1)CC2 (stereo not drawn)	-3	8	·	-6	-2
6	COCCSc1ccccc1C(=O)N1CCOCC1	3	-7	-5	-2	6

nr	PLCb3 inh	ADAM10 inh	PLCg1 inh	ARFGAP1 inhibitor	SIAE primary
1	-8	-7	3	-5	3
2	5	7	5	5	-9
3	1	-3	1	2	8
4	11*	6	12*	18	-9
5	3	17	1	·	2
6	0	-2	0	-10	2

All compounds of this part, previewed entries included:
nr	Molecule	DDE Tn6 FP inh	ADAM17 inh	ASAP1 inh	DDE Tn7 FP inh	TDP2 absorb
1	COc1ccc(CN2CCNC(=O)C2CC(=O)NCC(C)(C)N2CCOCC2)cc1C (stereo not drawn)	3	1	3	2	3
2	CCN(C[C@H]1N[C@@](Cc2ccccc2)(C(=O)OC)[C@H]2C(=O)N(C)C(=O)[C@@H]12)S(=O)(=O)c1ccc(-c2ccccc2)cc1	3	1	-5	-1	3
3	Cc1cccc(Sc2ccc([N+](=O)[O-])cn2)c1	-6	0	1	4	4
4	Cc1ccc(-c2c[n+](CC(=O)Nc3nc(-c4ccccc4)cs3)c3n2CCC3)cc1	-2	6	-13	0	-27
5	O=C(NCc1ccco1)OC1CCC12CCC(c1ccccc1)CC2 (stereo not drawn)	-3	8	·	-6	-2
6	COCCSc1ccccc1C(=O)N1CCOCC1	3	-7	-5	-2	6
7	CCC(=O)Oc1cccc(C(=O)Nc2cccc(NC(=O)c3ccco3)c2)c1	-3	3	-5	-9	10
8	COC1=CC(=O)OC(c2cccc(C#N)c2)C1 (stereo not drawn)	0	2	3	-3	-9

nr	PLCb3 inh	ADAM10 inh	PLCg1 inh	ARFGAP1 inhibitor	SIAE primary
1	-8	-7	3	-5	3
2	5	7	5	5	-9
3	1	-3	1	2	8
4	11*	6	12*	18	-9
5	3	17	1	·	2
6	0	-2	0	-10	2
7	0	5	4	9	-13
8	5	-3	2	3	-6

New compounds follow:
nr	Molecule	DDE Tn6 FP inh	ADAM17 inh	ASAP1 inh	DDE Tn7 FP inh	TDP2 absorb
9	CC1(C(=O)NS(=O)(=O)c2cccc(C#N)c2)CCN1C(=O)C1CCCCC1 (stereo not drawn)	-1	0	3	2	9
10	C/C=C/c1ccc(OCC(=O)NNC(=O)CN(C)S(=O)(=O)c2ccc(C)cc2)c(OC)c1	-3	2	6	-3	-3
11	O=C(Nc1ccccc1N1CCOCC1)c1cccc(Oc2ccccc2)c1	8	4	-5	7	-5
12	CC(C)(C)c1ccc(-n2ncc3c2CCCC3NC(=O)C2(C(N)=O)CC2)cc1 (stereo not drawn)	12	-1	-11	6	-10
13	CCC(=O)N1CCc2cc(Br)cc(S(=O)(=O)NCC3CCCN3CC)c21 (stereo not drawn)	-5	-2	-3	-1	-3
14	CS(=O)(=O)N1CCCC(C(=O)NCc2ccco2)C1 (stereo not drawn)	-5	-7	-4	0	-2
15	CC(C)N1C(=O)c2ccccc2NC(=O)C1C(=O)NC1CC1 (stereo not drawn)	-5	-5	-15	-3	11
16	CCOC(=O)Cn1nc(C)c(NC(=O)COc2ccccc2[N+](=O)[O-])c1C	2	-2	0	6	19

nr	PLCb3 inh	ADAM10 inh	PLCg1 inh	ARFGAP1 inhibitor	SIAE primary
9	1	5	2	9	1
10	-10	1	0	13	3
11	-10	6	-3	2	4
12	-6	1	1	2	8
13	-2	-6	6	-7	-2
14	2	-20	9	-2	1
15	6	-6	-1	5	-8
16	0	4	1	-2	0

(list continues)
nr	Molecule	DDE Tn6 FP inh	ADAM17 inh	ASAP1 inh	DDE Tn7 FP inh	TDP2 absorb
17	O=C(CNC(=O)c1nc[nH]c1C(=O)NCc1ccccc1)OCc1ccccc1	3	1	14	1	-4
18	S=C(NCc1ccccc1)N1CCN(c2ccccc2)CC1	0	-1	-4	2	3
19	CC1(C)CC(N=c2cc(-c3ccccc3)oc3ccc(Cl)cc23)CC(C)(C)N1	6	-5	6	-4	-1
20	Cc1nn2c(-c3ccccn3)ccnc2c1Cl	4	2	-7	0	-2
21	O=C(Nc1ccc(F)c(F)c1)C1=COCCO1	2	-3	12	4	1
22	C[C@H](CO)N1C[C@H](C)[C@@H](CN(C)C(=O)c2ccc3ccn(C)c3c2)OCc2cn(nn2)CCCC1=O	6	-4	-15	9	5
23	O=C(CSc1nnc2sc3ccccc3n12)NCc1ccco1	-3	-1	15	-7	1
24	Cc1cccc(-c2oc(C)c(C)[n+]2[O-])c1	-5	-2	14	1	11

nr	PLCb3 inh	ADAM10 inh	PLCg1 inh	ARFGAP1 inhibitor	SIAE primary
17	-1	5	4	12	0
18	-5	-3	0	-6	-5
19	-3	-12	-1	-3	7
20	-9	3	-3	0	-3
21	3	-8	-1	-4	-1
22	0	-12	1	-3	3
23	4	4	4	1	-3
24	1	0	0	-2	5

Next compounds follow:
nr	Molecule	DDE Tn6 FP inh	ADAM17 inh	ASAP1 inh	DDE Tn7 FP inh	TDP2 absorb
25	CCOC(=O)COc1cc2oc(=O)cc(C)c2cc1[N+](=O)[O-]	5	-3	-4	5	-9
26	NC(=S)Nc1cccc2cnccc12	9	1	-2	2	-7
27	CN(Cc1nccn1C)C(=O)CC1C(=O)NCCN1Cc1ccc(F)cc1Cl (stereo not drawn)	2	-6	8	-6	15
28	COc1ccc(N/C=C/C(=O)C(C)(C)C)cc1	-2	-1	17	2	-2
29	Cc1nc(NCCOc2ccccc2)sc1C(=O)Nc1ccccc1	-1	8	2	-2	-31
30	COc1ccc(OC)c(/C=C2\N=C(c3ccccc3)OC2=O)c1	-6	-4	-3	7	10
31	O=c1[nH][nH]c2cc(=O)n(-c3cccc(C(F)(F)F)c3)nc12	-2	4	3	5	1
32	CCc1ccc(-c2csc3ncn(CC(=O)N4CCOCC4)c(=O)c23)cc1	4	-3	1	-6	-1

nr	PLCb3 inh	ADAM10 inh	PLCg1 inh	ARFGAP1 inhibitor	SIAE primary
25	-8	6	0	-9	-4
26	-2	3	-3	10	1
27	-16	-16	-15	9	5
28	-4	-4	-1	-3	-2
29	6	8	12*	9	-3
30	-24	-10	-16	11	-1
31	1	2	6	7	11
32	3	5	1	5	-5

Additional results follow.
nr	Molecule	DDE Tn6 FP inh	ADAM17 inh	ASAP1 inh	DDE Tn7 FP inh	TDP2 absorb
33	CCc1ccc(CCC(=O)Nc2nccs2)o1	0	-3	-1	-8	4
34	O=C(N/N=C/c1c[nH]c2ccccc12)c1cccc(Cl)c1	5	-1	10	-3	9
35	Cc1cc2ccccc2n1CCNC(=O)C(C)C	-3	-6	0	0	5
36	CCCOC(=O)Nc1nc2ccccc2o1	8	-5	-9	5	-5
37	CCCCC(O)CN1CCC(c2ccccc2)CC1 (stereo not drawn)	-4	-2	5	-11	6
38	NC(=O)CSc1nc2c(c(=O)n1-c1ccccc1)C1(CCCCC1)Cc1ccccc1-2	-4	-3	2	4	2
39	CCCSc1cc(N2CCCC2)nc(-c2ccccc2)n1	-5	4	-6	-2	0
40	O=C(NNC(=O)C12CC3CC(CC(Cl)(C3)C1)C2)c1ccncc1	-5	0	-14	1	2

nr	PLCb3 inh	ADAM10 inh	PLCg1 inh	ARFGAP1 inhibitor	SIAE primary
33	2	0	0	-1	-5
34	-25	10	-16	12	13
35	-28	-36	-27	7	-3
36	2	8	1	6	9
37	-16	4	0	8	3
38	-1	-6	-2	-3	7
39	4	9	6	-12	-2
40	4	1	-2	-4	0

Other records follow.
nr	Molecule	DDE Tn6 FP inh	ADAM17 inh	ASAP1 inh	DDE Tn7 FP inh	TDP2 absorb
41	Cc1cn2c(nc1=O)OC1CC2OC1CO (stereo not drawn)	-1	-4	-2	5	12
42	O=C(Cn1nnc(-c2cccs2)n1)NCc1ccccc1	-10	-4	-1	6	6
43	O=C(NCCc1c[nH]c2ccccc12)c1cnccn1	-5	-1	-16	4	14
44	Cc1nc2ccccc2c(=O)n1NC(=O)C1CCCCC1	1	-2	-13	4	7
45	O=C(NN=C1CCCC1)c1ccc(O)cc1O	4	-2	1	2	1
46	Cc1ccc2occ(/C=N/O)c(=O)c2c1	-3	-34	11	-2	-1
47	CC(=O)N(/N=C1\Sc2ccccc2C1=O)c1cccc(C)c1	9	0	6	-3	69*
48	O=C(Nc1ccccc1)C1C2/C=C\CCCCC21 (stereo not drawn)	-4	3	19	1	10

nr	PLCb3 inh	ADAM10 inh	PLCg1 inh	ARFGAP1 inhibitor	SIAE primary
41	-6	-3	2	5	4
42	-1	-6	3	15	1
43	-6	3	-1	10	3
44	1	-1	1	1	1
45	-27	-13	-13	2	10
46	-321	-84	-258	0	0
47	-5	3	-4	7	-17
48	4	2	1	9	-10

More structures follow.
nr	Molecule	DDE Tn6 FP inh	ADAM17 inh	ASAP1 inh	DDE Tn7 FP inh	TDP2 absorb
49	COc1cccc(CNC(=O)C2CCN(S(=O)(=O)c3ccc(-n4cnnn4)cc3)CC2)c1	-2	4	6	1	8
50	CC(=O)c1ccc(N2CCN(CC(=O)NC(=O)NCc3ccccc3)CC2)cc1	2	-1	2	1	9
51	CC(=O)Nc1nc2ccccc2n1CCN(C)C	-5	5	11	-5	-16
52	Nc1nc2c(s1)CCCCCCCCCC2	-1	0	-4	-1	3
53	COc1ccc(/C(O)=C2/C(=O)C(=O)N(CCN3CCOCC3)C2c2ccc(C)cc2)cc1 (stereo not drawn)	7	-1	-2	-2	-7
54	C[C@@H](NC(=O)[C@@H]1Cc2ccccc2CN1C(=O)OC(C)(C)C)C(=O)NC1CCCC1	1	1	-12	3	13
55	CC(=O)c1ccc(-c2ccc(C(=O)N3CCC(C(N)=O)CC3)o2)cc1	-5	i	3	0	-8

nr	PLCb3 inh	ADAM10 inh	PLCg1 inh	ARFGAP1 inhibitor	SIAE primary
49	0	-9	3	15	3
50	-7	-12	-2	-5	-6
51	13*	6	3	1	-7
52	-6	3	1	4	13
53	1	7	-3	11	1
54	-2	0	4	10	0
55	-405	i	-386	5	0
